Source: PubChem (National Center for Advancing Translational Sciences (NCATS))
GLS inh: glutaminase GLS (human) inhibition; O94925; GLS enzymatic activity, qHTS titration; Potency, µM (top dose mostly 45.5 µM), for inactives: at the highest dose activity change, negative = inhibition, most hits filed as inhibitors; 410,000 compounds, 0.21% hits; also: potency is read from the fitted curve at half-maximal effect; % is scaled to controls: 0 for no effect and ±100 for the full control effect
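Human kidney-isoform GLS in 45 mM KH2PO4 pH 8.2, 0.02% Tween-20, with compound, started with 1mM L-Glutamine (added stock). Glutamate oxidase/HRP/Amplex red coupled fluorescence read at start and after 30 min at RT.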
PI4K2A inh: PI4K2A (human) kinase inhibition; Q9BTU6; purified PI4K2A, ADP-Glo luminescence, 1 h; hits give low values; activity change, negative = inhibition, % at 76.9 µM; 420,000 compounds, 0.13% hits; AID 1346378; in the data active = activity change below about -50%; inconclusive = mostly about -30% to -49%;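 also: -100% = wells without enzyme as full effect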
Target sequence (Q9BTU6 whole entry, looked up): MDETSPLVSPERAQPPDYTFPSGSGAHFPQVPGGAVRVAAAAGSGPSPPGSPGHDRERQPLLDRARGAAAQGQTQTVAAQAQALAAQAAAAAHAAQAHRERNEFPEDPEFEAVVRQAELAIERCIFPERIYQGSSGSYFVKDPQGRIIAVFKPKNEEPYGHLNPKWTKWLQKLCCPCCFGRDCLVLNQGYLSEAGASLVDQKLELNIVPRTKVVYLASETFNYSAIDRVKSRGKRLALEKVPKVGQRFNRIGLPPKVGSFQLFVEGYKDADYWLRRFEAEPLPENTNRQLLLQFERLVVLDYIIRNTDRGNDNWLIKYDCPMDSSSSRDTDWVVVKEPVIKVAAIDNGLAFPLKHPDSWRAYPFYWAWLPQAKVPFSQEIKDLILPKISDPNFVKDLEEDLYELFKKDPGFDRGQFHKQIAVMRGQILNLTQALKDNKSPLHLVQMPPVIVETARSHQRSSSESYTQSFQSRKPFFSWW
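Compounds are screened against recombinant PI4K2A using PI as substrate and ATP, the latter dispensed at 300 microM. Reactions run one hour at ambient temperature before ADP-Glo detection; full inhibition defined by wells lacking enzyme.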
BAZ2B inh: blocks human BAZ2B; Potency, µM (top dose mostly 114 µM), inactives show at the highest dose activity change, negative = inhibition, usual class: inhibitors; 360,000 compounds, 4.4% hits; AID 504333; AlphaScreen BAZ2B-H3K14Ac peptide displacement; Q9UIF8; also: potency is read from the fitted curve at half-maximal effect; % is scaled to controls: 0 for no effect and ±100 for the full control effect; nearly all actives have a fitted effect of over 60% in size
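AlphaScreen luminescence quantifies BAZ2B engagement of H3K14Ac peptide; the protein and biotinylated peptide are both at 50 nM final, buffer PBS pH 7.4 with 0.01% Tween-20, all steps at room temperature.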
12-LOX inh: ALOX12 (human) lipoxygenase inhibition; purified 12hLO, xylenol orange hydroperoxide absorbance; 580,000 compounds, 1.1% hits; Potency, µM (highest dose often 108 µM), for inactives: at the top dose activity change, negative = inhibition, hits mostly inhibitors; AID 1671190; also: potency is read from the fitted curve at half-maximal effect; % is scaled to controls: 0 for no effect and ±100 for the full control effect
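Purified human 12hLO (150 nM final) in 25 mM Hepes, 0.01% Triton X-100, pH 7.0 was preincubated 15 min at room temperature with compound. Then 40 uM arachidonic acid was added, 30 min. Hydroperoxide was read by Fe-XO absorbance ratio 573/405 nm.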
RGS4 inhibitor: inhibitors of human regulator of G protein signaling 4; P49798; Transcreener GDP fluorescence polarization, RGS4-accelerated GTP hydrolysis; Potency, µM (top dose mostly 114 µM), for the others: at the highest dose activity change, negative = inhibition, usual class: inhibitors; 390,000 compounds, 0.039% hits; also: potency is read from the fitted curve at half-maximal effect; % is scaled to controls: 0 for no effect and ±100 for the full control effect; nearly all actives have a fitted effect of over 75% in size; some results filed as inactive show a strong effect at the top dose
Target sequence (P49798 whole entry, looked up): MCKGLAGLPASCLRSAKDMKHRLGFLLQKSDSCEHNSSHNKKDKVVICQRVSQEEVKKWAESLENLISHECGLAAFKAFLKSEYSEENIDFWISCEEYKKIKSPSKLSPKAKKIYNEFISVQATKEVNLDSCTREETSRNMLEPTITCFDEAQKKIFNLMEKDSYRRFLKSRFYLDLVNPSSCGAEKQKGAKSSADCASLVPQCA
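MLSMR compounds (23 nl, pin-transferred) preincubated 10 min at room temperature with a 500nM (2x) first reagent, then RGS4 at 900nM (2x) plus Transcreener GDP mix added; fluorescence polarization (620/688 nm) read before and after 90 min at 30 °C.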
JMJD2A Tudor inh: JMJD2A Tudor domain (human) inhibition; O75164; AlphaScreen JMJD2A-Tudor / H3K4me3 peptide binding; Potency, µM (series often up to 114 µM), without a hit: at the highest dose activity change, negative = inhibition, usual class: inhibitors; 390,000 compounds, 4.4% hits; AID 504339; also: potency is read from the fitted curve at half-maximal effect; % is scaled to controls: 0 for no effect and ±100 for the full control effect; nearly all actives have a fitted effect of over 50% in size
HP1b chromo inh: inhibitors of HP1-beta chromodomain binding to methylated histone tails; AlphaScreen HP1-beta / biotin-H3K9me3 peptide binding; Potency, µM (series often up to 114 µM), for inactives: at the highest dose activity change, negative = inhibition, usual class: inhibitors; 390,000 compounds, 0.56% hits; AID 540317; also: potency is read from the fitted curve at half-maximal effect; nearly all actives have a fitted effect of over 70% in size; inactives centre near 23
Target sequence (P83916 whole entry, looked up): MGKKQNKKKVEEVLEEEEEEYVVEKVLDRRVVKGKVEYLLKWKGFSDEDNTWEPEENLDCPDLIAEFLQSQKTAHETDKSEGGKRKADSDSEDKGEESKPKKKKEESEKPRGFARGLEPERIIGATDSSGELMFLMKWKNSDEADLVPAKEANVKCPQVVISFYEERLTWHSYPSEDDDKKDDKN
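Compound inhibition of the preformed complex between 50 nM HP1-beta and 50 nM biotinylated H3K9me3 peptide was read by AlphaScreen. Buffer was PBS pH 7.4 with 0.01% Tween-20. Incubations ran 30 min at room temperature, with 10 ug/mL donor/acceptor beads.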
G9a inh: blocks human histone lysine methyltransferase G9a; Q96KQ7; G9a H3K9 monomethylation, AlphaScreen, 2 h; Potency, µM (highest dose often 102 µM), inactives show top-dose activity, negative = inhibition, most hits filed as inhibitors; 350,000 compounds, 8.8% hits; also: potency is read from the fitted curve at half-maximal effect; % is scaled to controls: 0 for no effect and ±100 for the full control effect; nearly all actives have a fitted effect of over 75% in size
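Readings reflect AlphaScreen signal from monomethyl-H3K9 antibody detection. HMT at 20 nM; substrate b-H3K9 500 nM; cofactor SAM 20 uM; 2 h RT reaction; compounds tested as titrations in qHTS with 15 min preincubation.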
ERG-DNA inh: ERG Ets/DNA interaction inhibition; fluorescence polarization, His-ERG Ets domain / labelled DNA; Potency, µM (titrated, usually from 76.9 µM), for the others: at the highest dose FP activity, negative = inhibition, actives largely listed as inhibitors; P11308; AID 624246; 370,000 compounds, 0.028% hits; active = well fitted inhibition curve with a large enough effect in the polarisation, with a control signal flat; inconclusive = small, poorly fitted or top-dose-only effect, or effect the other way, or a change in a side signal; inactive = no such curve, though single readings can be large or run the other way; the % refers to the polarisation;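 also: polarization taken with two DNA probes labelled with fluorescein and Texas red; potency is read from the fitted curve at half-maximal effect; % of control where 0% means no effect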
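His-tagged ERG Ets domain (1 uM in the protein solution; 300mM KCl, 50mM Tris-HCl, 1mM EDTA, 1mM DTT, pH 7.5) received compound, then a probe mix of 5 nM fluorescein-DNA and 100nM Texas-615-DNA. Fluorescence polarization was read for both dyes.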
* marks the source's active call; other numbers are inactive results; ? = inconclusive; . = not tested or not shown; & = joins results of further samples; ! = repeats disagree; [ ] = remark or other dose. Unless noted, calls follow the shape of the dose curve; as a rule, active = well fitted curve in the direction sought with a large enough effect; inconclusive = small, poorly fitted or top-dose-only effect, or another doubt; inactive = no such curve, though single readings can be large; an effect the other way counts as inactive or inconclusive. Some of the compounds tested. The share of hits here may be higher or lower than overall.

GLS inh	PI4K2A inh	BAZ2B inh	12-LOX inh	RGS4 inhibitor	JMJD2A Tudor inh	HP1b chromo inh	G9a inh	ERG-DNA inh	Structure
4%	4	?	1%	0%	-30%	21%	?	-4%	COc1ccc([N+](=O)[O-])cc1NC(=O)Nc1ccc(OC)c(OC)c1
0%	11	?	-23%	4%	-32%	-16%	22µM*	?	Cn1ccnc1C(=O)c1ccc(NN)c([N+](=O)[O-])c1
-5%	-2	-2%	10%	-11%	-1%	37%[activator]	3%[59 µM]	0%	O=C1N/C(=C\c2ccccc2)c2ccccc21
?	-6	-26%	?	?	45µM*	?	32µM*	-7%	Cc1cc(N2C(=O)C(O)=C(C(=O)c3ccc(C)o3)C2c2ccc(OCc3ccccc3)cc2)no1 (stereo unspecified)
0%	-4	-1%	0%	-29%	3%	26%	-48%	6%	CCc1nccn1S(=O)(=O)c1ccc(Br)cc1Br
1%	2	35%	7%	1%	46%[activator]	89%[activator]	75%[activator][59 µM]	-3%	O=C(COC(=O)c1c(Cl)cccc1Cl)Nc1ccccc1Br
7%	3	0%	0%	3%	-14%	45%[activator]	-10%[0.501 µM]	13%	NCC(=O)NNC(=O)OCC1c2ccccc2-c2ccccc21
75%[activator]	2	0%	?	38%	-18%	13%	-41%[59 µM]	-4%	CCN(CC)CCn1c(NCc2ccc(OC)cc2)nc2ccccc21
4%	-5	0%	0%	65%[activator]	-9%	16%	14%[59 µM]	-2%	CCOc1ccccc1Nc1nc2ccccc2[nH]1
5%	5	-5%	-17%	-18%[56.9 µM]	-14%[57.1 µM]	50%[activator]	5%[59 µM]	3%	CN(C)S(=O)(=O)c1cc(C(=O)NCC2CCCO2)c(Cl)cc1Cl (stereo unspecified)

Compound profiles, from the list above:
CN(C)S(=O)(=O)c1cc(C(=O)NCC2CCCO2)c(Cl)cc1Cl (stereo unspecified) is listed as GLS inh = 5%; PI4K2A inh = 5; BAZ2B inh = -5%; 12-LOX inh = -17%; RGS4 inhibitor = -18%[56.9 µM]; JMJD2A Tudor inh = -14%[57.1 µM]; HP1b chromo inh = 50%[activator]; G9a inh = 5%[59 µM]; ERG-DNA inh = 3%
Cn1ccnc1C(=O)c1ccc(NN)c([N+](=O)[O-])c1 is listed as GLS inh = 0%; PI4K2A inh = 11; BAZ2B inh = ?; 12-LOX inh = -23%; RGS4 inhibitor = 4%; JMJD2A Tudor inh = -32%; HP1b chromo inh = -16%; G9a inh = 22µM*; ERG-DNA inh = ?

The list goes on:
GLS inh	PI4K2A inh	BAZ2B inh	12-LOX inh	RGS4 inhibitor	JMJD2A Tudor inh	HP1b chromo inh	G9a inh	ERG-DNA inh	Structure
13%	0	-33%	?	-6%	-14%	-20%	-17%	3%	COc1ccc(N2CCN(C(=O)c3cc4ccccc4o3)CC2)cc1
-1%	2	40%[activator]	1%	-4%	-20%	33%	-2%	8%	CN(CC(=O)NCc1cccnc1)S(=O)(=O)c1ccc2c(c1)c(=O)n(C)c(=O)n2C
1%	-3	?	2%	18%	-22%	25%	-14%	15%	COc1ccc(OC)c(NC(=O)CCc2nnc3ccc(NCc4ccco4)nn23)c1
19%	0	-19%[57.1 µM]	298%[activator]	20%	-2%	17%	43%[activator]	-10%	CCCNc1nc(NCC)nc(OC)n1
-6%&-12%	2&-1	?	.	-9%	-25%	7%	2.5µM*!	5%	O=C1c2c(O)cccc2Cc2cccc(O)c21
-2%	-3	-1%	-16%	-21%	2%	42%[activator]	9%[59 µM]	-4%	CN(c1ccccc1)S(=O)(=O)c1cccc(NC(=O)CC(C)(C)C)c1
12%	-5	0%	0%	11%	0%	11%	17%	-9%	Cn1c(CNC(=O)c2ccco2)nnc1SCC(=O)N1CCN(c2ccccc2F)CC1
0%	-1	-3%	?	-7%	-16%	-7%	6%	-1%	Cn1nc(C(F)(F)F)c(C(=O)Nc2ccc(F)cc2)c1Cl
20%	0	?	-3%	-44%	-31%	4%	51%[activator][12.7 µM]	3%	O=C1CS/C(=C\[N+](=O)[O-])N1c1ccccc1
-2%	-1	2%	?	2%[11.4 µM]	-20%[57.1 µM]	5%	?	7%	Cc1ccc(NC(=O)CN2C(=O)NC(Cc3ccccc3)C2=O)cc1 (stereo unspecified)
10%	1	-17%	-7%	22%	-23%	?	-30%[59 µM]	0%	Cc1ccc(C(=O)Nc2nnc(SCC(=O)N3CCCc4ccccc43)s2)cc1
9%	-5	-17%	?	9%	-17%	22%	-37%[59 µM]	0%	Cc1cccc(C)c1NC(=S)NC(=O)c1ccccc1F
-2%	-1	5%	10%	2%	-16%	7%	1%[59 µM]	12%	Cc1cc(-c2ccccc2)nc(N2CCC(C(=O)NC(C)C)CC2)n1
2%	-3	4%	3%	-24%	-8%	27%	14%	-3%	COc1ccc(Cl)cc1C(=O)NNC(=S)NC1CCCCC1
0%	-2	?	-29%	6%	-13%	31%[activator]	.	1%	COc1ccc(-n2c(N)c(C(=O)Nc3c(C)n(C)n(-c4ccccc4)c3=O)c3nc4ccccc4nc32)cc1
-10%	-1	-3%	-14%	13%	-5%	18%	-22%	0%	Brc1ccc(-c2nnc3c4ccccc4nc(N4CCOCC4)n23)cc1
0%	0	5%	16%	13%	-1%	48%[activator]	8%[59 µM]	-4%	COCC(=O)Nc1cc(OC)cc(OC)c1
-7%	-1	5%	-20%	2%	3%	37%	124%[activator][12.7 µM]	0%	CCNC(=S)N/N=C/c1cc(Br)cc(Br)c1OC
-16%	-1	-5%	-3%	-5%	-6%	24%	22µM*	2%	Cc1cc(C(=O)Nc2ccccc2C(=O)O)ccc1NC(=O)COc1ccccc1Cl
2%	-2	-5%	0%	-11%	-3%	42%	-15%[59 µM]	3%	CCCCSc1nc2ccccc2n1CC(=O)O
-8%	11	50µM*	?	9%	18µM*	?	20µM*	10%	CC(C)CC(=O)N1CCN(Cc2ccccc2Br)CC1
-10%	1	?	-19%	-6%	-9%	48%[activator]	11%	4%	NNC(=O)C1CCCn2c1nc1sc3c(c1c2=O)CCCC3 (stereo unspecified)
-1%	7	4%	20%	-11%	-20%	38%	-33%	.	CCCn1cnc2c(c1=O)c1nc3ccccc3nc1n2CCc1ccccc1
9%	-4	-25%	2%	8%	-5%	5%	?	-2%	O=C(C1CCN(c2ccc(N3CCOCC3)nn2)CC1)N1CCc2ccccc2C1
.	0	.	16%	-11%[56.9 µM]	.	.	10%[59 µM]	.	Cn1cnc2c(NCc3ccccc3)nc(NCCO)nc21
-9%	-1	0%	-8%	-7%	-4%	24%	12%[59 µM]	11%	COc1ccc(CNC(=O)C2CC(=O)N(c3ccc(OCC(=O)N4C(C)CCCC4C)cc3)C2)cc1 (stereo unspecified)
2%	2	-3%	11%	14%	12%	32%	.	-8%	CN1CCN(C(=O)Cn2ncc3c([nH]c4ccccc43)c2=O)CC1
0%	-22	10%	-23%	-12%	14%	32%	12%[59 µM]	3%	COC(=O)c1ccc(OCC(=O)c2ccccc2)cc1
-2%	-4	12%	25%	-14%	-13%	30%	-124%	-2%	Cc1oc(/N=C/c2ccccc2O)c(C#N)c1C
-1%	8	.	1%	-44%	-22%	28%	.	.	O=C(CCCC(=O)NN=Cc1ccccc1Cl)NN=Cc1ccccc1Cl
1%	6	23%	-30%&51%	-9%	-7%	15%	7%[59 µM]	7%	Cc1cc2oc(=O)cc(CN3CCC(C)CC3)c2c(C)c1Cl
6%	4	2%	89%[activator]	-8%	-19%	41%[activator]	2%	-5%	Cc1nc2c(C)cccn2c1C(=O)N/N=C/c1ccccc1[N+](=O)[O-]
0%	-5	-29%	0%	-14%	-8%	26%	3%[59 µM]	-1%	CCC(=O)Nc1cc(-c2nn3c(C)nnc3s2)ccc1C
9%	3	-2%	0%	?	-16%	20%	?	1%	Cc1ccc(NC(=O)C2C(C(=O)O)C3C=CC2C32CC2)cc1 (stereo unspecified)
26%	-2	-6%	17%	11%	-16%	12%	?	-3%	COc1cccc(OC)c1OCC(O)CN1CCN(c2ccccc2)CC1 (stereo unspecified)
5%	-4	-17%	0%	24%	-17%	30%	9%	-2%	O=S(=O)(Nc1nc(SCc2ccc(Cl)cc2)n[nH]1)c1ccccc1
-1%	4	-33%	6%	-11%	-1%	17%	-16%[59 µM]	5%	CC12C=CC3(CN(Cc4ccccc4)C(=O)C3C1C(=O)NC1CC1)O2 (stereo unspecified)
3%	-4	1%	170%[activator]	3%	-19%	74%[activator]	20%	3%	CCC(NC(=O)c1ccccc1NC(=O)c1ccccc1)C(=O)NNC(=O)c1cccnc1 (stereo unspecified)
6%	-4	?	6%	10%	-31%	33%	9%[0.501 µM]	1%	CC1CCN(C(=O)c2[nH]cnc2C(=O)Nc2nccs2)CC1
10%	-8	69%[activator]	15%	4%	54%[activator]	80%[activator]	48%[59 µM]	.	O=C(Nc1cccc2nsnc12)c1ccc2c(c1)OCCO2
